A3A deaminase: human APOBEC3A DNA deaminase inhibition. P31941. AID 493011. 330,000 tested, 0.41% active. inhibition, % at 20 µM. recombinant A3A, FAM/TAMRA ssDNA deamination fluorescence;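 active means at least 40% inhibition at 20 µM here, with at most 30% in a related deaminase screen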;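 further: plate controls were A3A with DMSO for no effect and wells lacking A3A enzyme for full effect; some results filed as inactive read as strong as hits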
mIAP act: increases mouse intestinal alkaline phosphatase activity. 330,000 tested, 0.24% active. activation factor at 10 µM. muIAP, CDP-Star luminescence, 30 min; hits give high values; 1 = vehicle-only enzyme signal, 0 = enzyme-free wells;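 active means activation factor of at least 2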; further: the source names both 10 and 20 µM as test concentration; values of inactives mirror those of a sister screen read the other way
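System: mouse IAP enzyme. Reagent: CDP-Star chemiluminescent phosphatase substrate. Benchmarks: DMSO wells, no-enzyme wells. Times: 30 min enzyme-substrate-compound incubation at room temperature. Detection: luminescence from enzymatic CDP-Star hydrolysis. Doses: test compounds delivered from DMSO solution.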
HKDC1 inhibitor: blocks human hexokinase HKDC1 activity. recombinant HKDC1, G6PDH/diaphorase resazurin coupled fluorescence. 340,000 tested, 0.16% active. inhibition, % at 20 µM. Q2TB90;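 active means inhibition above about 35% when tested at 20 µM, limit read from the data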;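 further: plate controls were DMSO wells with enzyme for no effect and DMSO wells lacking enzyme for full effect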
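Assay system: in-house recombinant HK5 (HKDC1) enzyme. Input: HKDC1 at 5 µg/mL. Medium: Tris pH 8.0 buffer with MgCl2, Tween-20, BSA, BME. Dosing: single 20 µM dose. Schedule: 90 min reaction incubation at room temperature, dark. Signal: resazurin-to-resorufin fluorescence via G6PDH and diaphorase coupling, 525/613 nm. Controls: DMSO-enzyme wells negative, buffer-substituted wells positive.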
ATG4B inhibitor: ATG4B (human) cysteine protease inhibition | Q9Y4P1 | ATG4B cleavage of LC3-PLA2, NBD-HPC fluorescence, 1 h | inhibition, % at 8.33 µM | 340,000 tested, 0.51% active; in the data active means inhibition above about 40%
Target sequence (Q9Y4P1 whole entry, looked up): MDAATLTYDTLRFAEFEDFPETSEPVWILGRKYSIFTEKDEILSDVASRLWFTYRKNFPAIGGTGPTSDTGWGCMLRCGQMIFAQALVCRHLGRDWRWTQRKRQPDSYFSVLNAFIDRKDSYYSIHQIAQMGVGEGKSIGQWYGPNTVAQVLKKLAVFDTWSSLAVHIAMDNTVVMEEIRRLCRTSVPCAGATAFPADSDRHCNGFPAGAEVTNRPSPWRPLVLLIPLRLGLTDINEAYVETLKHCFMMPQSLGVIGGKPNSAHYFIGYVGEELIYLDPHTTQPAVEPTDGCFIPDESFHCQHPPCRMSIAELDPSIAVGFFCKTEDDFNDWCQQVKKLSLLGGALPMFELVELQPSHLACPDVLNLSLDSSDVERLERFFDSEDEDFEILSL
mIAP block: mouse IAP inhibition | inhibition, % at 10 µM | purified mouse IAP, CDP-Star luminescence, 30 min | AID 2806 | 330,000 tested, 0.2% active;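 active means inhibition of at least 40% at 10 µM in the primary screen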;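 further: plate controls were DMSO with enzyme for no effect and no enzyme wells for full effect; values of inactives mirror those of a sister screen read the other way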
hIAP inh: human IAP inhibition; P09923; purified IAP, CDP-Star luminescence, 30 min; inhibition, % at 10 µM; 330,000 tested, 0.12% active; AID 2544;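 active means inhibition reaching a set limit with compound at 10 µM in the primary screen, cut at about 35% in these data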;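 further: plate controls were DMSO wells with enzyme for no effect and no-enzyme buffer wells for full effect; values of inactives mirror those of a sister screen read the other way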
Target sequence (P09923 whole entry, looked up): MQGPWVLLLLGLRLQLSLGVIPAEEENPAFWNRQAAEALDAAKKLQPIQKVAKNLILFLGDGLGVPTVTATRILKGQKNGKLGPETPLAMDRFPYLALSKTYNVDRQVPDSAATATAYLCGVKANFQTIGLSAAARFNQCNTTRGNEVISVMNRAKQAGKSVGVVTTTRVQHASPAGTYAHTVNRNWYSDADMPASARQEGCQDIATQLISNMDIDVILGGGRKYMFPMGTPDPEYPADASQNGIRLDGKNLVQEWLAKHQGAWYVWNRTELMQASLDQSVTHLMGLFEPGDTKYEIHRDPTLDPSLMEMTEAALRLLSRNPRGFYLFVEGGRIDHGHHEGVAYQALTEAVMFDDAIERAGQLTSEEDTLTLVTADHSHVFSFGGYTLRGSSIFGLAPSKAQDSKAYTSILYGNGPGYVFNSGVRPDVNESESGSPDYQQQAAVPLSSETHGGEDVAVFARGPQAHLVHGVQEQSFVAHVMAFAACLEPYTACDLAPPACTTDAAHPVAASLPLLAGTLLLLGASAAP
hIAP activ: human IAP activation. 330,000 tested, 0.16% active. AID 2524. purified human IAP, CDP-Star luminescence, 30 min; hits give high values; 1 = vehicle-only enzyme, 0 = enzyme-free background. activation factor at 10 µM;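 active means activation factor of the enzyme at least 2-fold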; further: the source names both 10 and 20 µM as test concentration; values of inactives mirror those of a sister screen read the other way
PfG6PD inh: PfG6PD (Plasmodium falciparum) enzyme inhibition. PfGluPho enzyme, NADPH resazurin-diaphorase fluorescence. AID 504690. 350,000 tested, 0.78% active. inhibition, % at 20 µM;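 active means inhibition reaching at least a set limit at 20 µM in the primary screen, cut at about 59% in these data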;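 further: 0% = DMSO wells with substrate and 100% = DMSO wells lacking glucose-6-phosphate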
The depositor's hits bear a star; · = not tested or not shown; & = joins results of further samples.

Molecule	A3A deaminase	mIAP act	HKDC1 inhibitor	ATG4B inhibitor	mIAP block	hIAP inh	hIAP activ	PfG6PD inh
COCCn1c(SCC(=O)Nc2ccccc2OC)nc2c([nH]c3ccccc32)c1=O	-4	0.96	-4	-1	4	14	0.86	-2
COc1ccc(NC(=O)Cc2nnc(SCC(=O)NC3CCCC3)n2C)cc1	3	1	-3	2	-3	14	0.86	4
COc1ccc(OC)c(C(=O)COC(=O)CNC(=O)c2ccccc2)c1	-4	1.1	-8	-5	-10	1	0.99	-7
Cc1ccc(C(=O)N2CCN(c3ccc(NC(=O)c4cccnc4)cc3)CC2)cc1	-1	0.92	2	-11	8	-4	1	8
N/C(=N\NC(=O)c1cccc(F)c1)c1cc2ccccc2oc1=O	-13	0.85	-5	0	15	-40	1.4	-37
Nc1ccccc1C#Cc1ccccc1	-2	0.98	1	-3	2	0	1	17
CCOc1ccc(N(CC(=O)NCc2ccc(OC)cc2)C(=O)CCC(=O)Nc2nccs2)cc1	2	1	-3	-5	-2	4	0.96	7
COc1cccc(OCC(O)CNC2CCCC2)c1 (stereo not given)	-3	1	-7	0	0	10	0.9	0
CC(=O)c1ccc(N2CCN(C(=O)Nc3ccc(F)cc3F)CC2)cc1	-3	1	-4	0	-3	-5	1.1	5
O=C1OCC2=C1C(c1ccc3c(c1)OCO3)Sc1ccccc1N2 (stereo not given)	-1	0.99	4	-5	1	0	1	6
COc1ccc(CNC(=O)C[C@H]2C[C@H](C(=O)N3CCOCC3)[C@@]3(CCC4CCCC4)c4[nH]c5ccc(Cl)cc5c4CCN3C2=O)cc1OC	3	1.1	3	-17	-13	·	·	27
Cc1n[nH]c(=O)nc1NCc1ccco1	3	0.94	1	-1	6	6	0.94	-2
OCCSc1nncn1/N=C/c1c[nH]c2ccccc12	-5	0.98	5	-4	2	-13	1.1	13
CCc1nc(SCC(=O)NCCc2ccccc2)c2oc3ccccc3c2n1	5	0.92	4	-3	8	8	0.92	10
CC1CCc2sc(C(=O)NNC(=S)NC3CC3)cc2C1 (stereo not given)	-1	1	5	-2	-3	-76	1.8	8
CCn1nc(C(=O)Nc2ccc(N3CCOCC3)cc2)c2ccccc2c1=O	-6	0.92	9	-4	8	21	0.79	5
Nc1nonc1C(=O)N/N=C/c1ccncc1	-1	0.95	-10	-9	5	2	0.98	5
Cc1ccc(S(=O)(=O)CCC(=O)Nc2nc(-c3ccccn3)cs2)cc1	2	1.1	-2	-59	-6	-70	1.7	14
O=C(COC(=O)C1=NN(c2ccccc2)C(=O)CC1)Nc1nc(-c2ccc(F)cc2)cs1	-4	0.94	0	-5	6	-10	1.1	5
CCCCC(=O)Nc1ncc(S(=O)(=O)c2ccc([N+](=O)[O-])cc2)s1	-4	0.98	-6	8	2	-16	1.2	-2
CC(NC(=O)Cc1ccc(S(=O)(=O)N2CCOCC2)s1)c1ccc(Cl)c(Cl)c1 (stereo not given)	-2	1.1	-1	-14	-8	-12	1.1	6
O=C(Nc1ccc2c(c1)OCO2)C1CC(c2ccc(Cl)cc2)=NO1 (stereo not given)	-1	0.93	-1	-3	7	-6	1.1	5
COc1ccccc1CNc1ccc(N2CCOCC2)c(C(=O)O)c1	-1	0.99	2	-8	1	-2	1	-3
CC(C)c1ccc(C2(C)NC(=O)N(CC(=O)NC3(C#N)CCCC3)C2=O)cc1 (stereo not given)	24	1.1	-1	-11	-6	6	0.94	2
CCCCSc1nc(C)c(CC(=O)OC)c(=O)[nH]1	-2	1	-3	1	-2	-9	1.1	-9
O=C1CSC(=Nc2ccccc2[N+](=O)[O-])N1	-3	0.97	-2	-4	2	13	0.87	10
O=C(CCc1ccccc1)NNC(=O)Nc1cccc(Cl)c1	0	0.95	1	3	4	-2	1	-1
COc1ccc(CCNC(=O)COC(=O)Cn2cnc3c2c(=O)n(C)c(=O)n3C)cc1	-5	0.96	-5	-50	4	-6	1.1	-2
CCOc1ccc2nc(N3CCCC(C(=O)NCCCN4CC(C)CC(C)C4)C3)sc2c1 (stereo not given)	-3	1.2	4	4	-17	-7	1.1	3
COc1ccc(CNC(=O)CN(C(=O)c2csnn2)c2cccc(C(C)=O)c2)cc1	-2	0.93	0	3	7	22	0.79	-10
CC(=O)Nc1cccc(C(=O)OC(C)C(=O)NCc2ccc3c(c2)OCO3)c1 (stereo not given)	-3	0.97	1	-4	3	7	0.93	9
COc1ccccc1C1C2C(=O)N(c3ccccc3)C(=O)C2ON1c1ccccc1 (stereo not given)	-2	1.1	0	-15	-6	-11	1.1	-8
O=C(O)COc1ccccc1-c1ccccc1	-1	1.1	-3	-7	-7	-2	1	-8
COc1ccc(OCCNc2cc(N3CCOCC3)ccc2[N+](=O)[O-])cc1	-10	0.87	1	-11	13	-6	1.1	20
CCOC(=O)c1ccccc1NC(=O)/C(C)=C/C(=O)O	4	1	4	3	-2	4	0.96	-22
O=C(Cn1cc2c(n1)CCCC2)NC1CCCCCC1	-1	0.98	-5	-5	2	12	0.88	12
C/C(=N\NC(=O)c1nnn(-c2nonc2N)c1-c1ccccc1)c1cccnc1	-4	0.72	-3	-9	28	-18	1.2	29
CCOP(=O)(Cc1ccc(C(C)(C)CC(C)=O)o1)OCC	1	1	4	7	-1	6	0.94	-8
O=C(NC1CCCc2c1cnn2-c1ccc(F)cc1F)c1ccccc1N1CCOCC1 (stereo not given)	-4	1	-5	7	0	8	0.92	-20
CN(c1ccc(F)cc1)S(=O)(=O)c1ccc(Cl)c(C(=O)Nc2ccc3c(c2)CCC3)c1	0	1	-1	-4	0	6	0.94	25
CSc1nnc(Cn2c(=O)sc3ccccc32)n1-c1ccccc1C	-3	1	-3	0	-2	8	0.92	6
Cc1cc(C)c(S(=O)(=O)Nc2ccccc2-c2ccccc2)c(C)c1	1	1	16	4	0	9	0.91	85*
CCC1(CC)C(=O)C2=C3C1[C@H](C(=O)OC)C=C(C(=O)OC)C[C@H]3n1c(=O)n(-c3ccccc3)c(=O)n1[C@H]2C (stereo not given in full)	-1	0.93	4	-4	7	-5	1	6
O=C(COc1ccccc1Cl)NCCCNC(=O)c1ccncc1	-2	1	2	11	-5	4	0.96	9
Cc1cc(=O)oc2cc(OCC(=O)N3CCN(c4ccccc4)CC3)c(Cl)cc12	-1	0.99	-4	-4	1	-2	1	1
Cc1noc(C)c1CN(C(=S)NC1CC2CCC1C2)c1ccccc1 (stereo not given)	-2	0.93	22	14	7	7	0.93	-10
CCOC(=O)c1cc2cc3ccccc3cc2oc1=O	5	1	4	-8	-3	-1	1	4
CC(C)(CNC(=O)c1ccc(-c2cccc(C(F)(F)F)c2)o1)N1CCOCC1	0	1	0	3	-3	8	0.92	-15
O=c1[nH]c2ccccc2nc1C(Cl)c1ccccc1 (stereo not given)	-4	0.95	·	·	5	-13	1.1	·
CCCNC(=O)C1CC(=O)N(c2ccc(OCC(=O)Nc3cc(C)cc(C)c3)cc2)C1 (stereo not given)	-1	1.2	-26	2	-17	-14	1.1	-17
COc1ccc(-c2cc(C(=O)Nc3cc(Cl)ccc3O)no2)cc1	27	0.87	11	-1	13	-2	1	-6
Cc1ccc(S(=O)(=O)N2CCC(=O)N(C(CO)C(C)C)CC2)cc1 (stereo not given)	1	1.1	-5	4	-6	3	0.97	8
O=C(CNC(=O)c1ccccc1)Oc1ccc([N+](=O)[O-])cc1	-4	0.94	-3	-5	6	16	0.84	-9
CC(NC(=O)C(=O)NN=C1CCCCCCCCCCC1)c1ccccc1 (stereo not given)	3	1	3	-3	0	12	0.88	1
COc1ccc(-c2cc3c(=O)n(CC(=O)NCCCc4ccccc4)ncn3n2)cc1	9	0.97	-6	-21	3	-2	1	6
COc1cccc(C(=O)N2CCN(c3ccccn3)CC2)c1	-10	1.1	-3	0	-8	10	0.9	-9
COc1ccc(C)cc1-n1c(SCC(=O)Nc2cc(C)on2)nc2sc(C)c(C)c2c1=O	-7	0.94	3	-6	6	-13	1.1	23
CC(C)COC(=O)N1C[C@H](O)C[C@H]1C(=O)Nc1ccc(Cl)cc1	1	0.89	-2	4	11	-1	1	1
COc1ccc(NC(=O)c2ccc(F)c(F)c2)c2ccccc12	3	0.99	-2	4	1	8	0.93	10
CCOC(=O)/C(N=Nc1sc(C(=O)OCC)c(C)c1C(=O)OCC)=C(\C)O	2	0.88	·	·	12	16	0.83	·

Reprinted from the listing, ten compounds:
Molecule	A3A deaminase	mIAP act	HKDC1 inhibitor	ATG4B inhibitor	mIAP block	hIAP inh	hIAP activ	PfG6PD inh
CCOP(=O)(Cc1ccc(C(C)(C)CC(C)=O)o1)OCC	1	1	4	7	-1	6	0.94	-8
O=C(NC1CCCc2c1cnn2-c1ccc(F)cc1F)c1ccccc1N1CCOCC1 (stereo not given)	-4	1	-5	7	0	8	0.92	-20
CN(c1ccc(F)cc1)S(=O)(=O)c1ccc(Cl)c(C(=O)Nc2ccc3c(c2)CCC3)c1	0	1	-1	-4	0	6	0.94	25
CSc1nnc(Cn2c(=O)sc3ccccc32)n1-c1ccccc1C	-3	1	-3	0	-2	8	0.92	6
Cc1cc(C)c(S(=O)(=O)Nc2ccccc2-c2ccccc2)c(C)c1	1	1	16	4	0	9	0.91	85*
CCC1(CC)C(=O)C2=C3C1[C@H](C(=O)OC)C=C(C(=O)OC)C[C@H]3n1c(=O)n(-c3ccccc3)c(=O)n1[C@H]2C (stereo not given in full)	-1	0.93	4	-4	7	-5	1	6
O=C(COc1ccccc1Cl)NCCCNC(=O)c1ccncc1	-2	1	2	11	-5	4	0.96	9
Cc1cc(=O)oc2cc(OCC(=O)N3CCN(c4ccccc4)CC3)c(Cl)cc12	-1	0.99	-4	-4	1	-2	1	1
Cc1noc(C)c1CN(C(=S)NC1CC2CCC1C2)c1ccccc1 (stereo not given)	-2	0.93	22	14	7	7	0.93	-10
CCOC(=O)c1cc2cc3ccccc3cc2oc1=O	5	1	4	-8	-3	-1	1	4

(more compounds)
Molecule	A3A deaminase	mIAP act	HKDC1 inhibitor	ATG4B inhibitor	mIAP block	hIAP inh	hIAP activ	PfG6PD inh
CCS(=O)(=O)N1CCC(NC(=O)C(Cc2ccc(OC)c(OC)c2)NC(C)=O)CC1 (stereo not given)	-7	1.2	4	4	-15	2	0.98	3
COc1cc(NC(=O)COC(=O)Cc2ccsc2)cc(OC)c1	0	0.92	6	-1	8	-6	1.1	-15
O=C(c1ccc(N2CCOCC2)cc1)N1CCCC(Nc2ccccc2)C1 (stereo not given)	-6	0.97	-3	16	3	-7	1.1	5
Cc1c(Cl)c([N+](=O)[O-])nn1CC(=O)N1CCCC1	-3	0.97	-2	5	3	16	0.84	-3
CCOC(=O)C1=C(C)Nc2nc(SCC(=O)OC)nn2C1c1cc(F)cc(F)c1 (stereo not given)	0	1	5&2	-8&-8	0	-10	1.1	-1&-5
CCOC(=O)C1CCCCN1Cc1ccc(OC)c(OC)c1 (stereo not given)	4	1.1	0	0	-12	4	0.96	-21

From PubChem BioAssay

The order is random (roughly 2.4% active in at least one column).
